Screening results deposited in PubChem BioAssay by Broad Institute.
PGC1a acetyl inh – lowers PGC1a acetylation signal in U2OS cells; inhibition, % at 15.6 µM; AlphaScreen anti-acetyl-lysine; with virally co-expressed GCN5 acetyltransferase; actives 0.17% (n = 350,000); AID 651687;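 active means every replicate shows inhibition of at least 40%; inconclusive means mean inhibition at least 40% but some replicate below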;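 further: 0% = neutral control wells and 100% = positive control wells; some results beyond the cut were filed as inactive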
RAD52 inh – blocks human RAD52 DNA annealing; P43351; recombinant RAD52 DNA annealing, FRET fluorescence; actives 0.46% (n = 360,000); AID 651710; inhibition, % at 18.7 µM;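 active means every replicate showing at least 50% inhibition; inconclusive means mean inhibition at least 50% but not in every replicate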
Cneo AK release – causes C. neoformans cell lysis; adenylate kinase release luminescence, 4 h; normalised: neutral wells 0, clomiphene wells 100; lysis activity, % at 15 µM; AID 651654; actives 0.2% (n = 360,000);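 active means mean lysis activity across replicates of at least 80%, whatever share of replicates individually reach that level; inactive means mean lysis activity below 80%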
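Test system: log-phase Cryptococcus neoformans yeast cells; Quantity: yeast cell density of 5 × 10^6 cells/mL; Buffer or medium: YPD; Doses: single compound concentration per well; Timing: 4 h at 37 °C static, read 1 h later; Measured by: AK luminescence; Read-out basis: lysis from increased AK signal; Control set: Clomiphene as positive control.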
PglD DTNB – PglD (C. jejuni) enzyme inhibition. purified PglD enzyme, DTNB colorimetric CoA detection. inhibition, % at 12.5 µM. actives 0.098% (n = 360,000). AID 602405; in the data active means inhibition above about 16%, passing the limit was not always enough; inconclusive means no clear call, values can overlap the other calls; further: strong numbers were not always called active
E-sel inducer – induces E-selectin expression in human endothelial cells | activation, % at 7.58 µM | HUVEC E-selectin immunofluorescence imaging; normalized: neutral wells 0, TNF-alpha wells 100 | actives 0.37% (n = 260,000);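 active means mean E-selectin-positive cell signal at least 10% of the positive control, reached in at least 60% of replicates, without over 20% cell loss; inconclusive means no rule given, readout overlaps actives, possibly toxicity-flagged; inactive means the rest, including those meeting only one limit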;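 further: in these data hits start at about 27%; measured in HUVEC primary endothelial cells; signal is the percent of cells scored E-selectin positive by PE staining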
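Read-out basis: % PE-positive cells; Test system: HUVEC primary endothelial cells; Technique: immunofluorescence imaging; Dosing: single-point compound dose.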
RAD54 inh – blocks human RAD54 Holliday junction branch migration. Q92698. actives 0.14% (n = 360,000). AID 602329. FAM/BHQ fluorescence. inhibition, % at 10.4 µM;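 active means mean normalized replicate activity at least 40 and at least half of replicates scoring 40 or more; inconclusive means only one of the two criteria met; inactive means mean below 40 and under half of replicates reaching 40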;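 further: 0% = median of neutral control wells and 100% = median of positive control wells; inhibitors cause a drop in the FAM fluorescence signal; in these data hits start at about 50%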
Target sequence (Q92698 whole entry, looked up): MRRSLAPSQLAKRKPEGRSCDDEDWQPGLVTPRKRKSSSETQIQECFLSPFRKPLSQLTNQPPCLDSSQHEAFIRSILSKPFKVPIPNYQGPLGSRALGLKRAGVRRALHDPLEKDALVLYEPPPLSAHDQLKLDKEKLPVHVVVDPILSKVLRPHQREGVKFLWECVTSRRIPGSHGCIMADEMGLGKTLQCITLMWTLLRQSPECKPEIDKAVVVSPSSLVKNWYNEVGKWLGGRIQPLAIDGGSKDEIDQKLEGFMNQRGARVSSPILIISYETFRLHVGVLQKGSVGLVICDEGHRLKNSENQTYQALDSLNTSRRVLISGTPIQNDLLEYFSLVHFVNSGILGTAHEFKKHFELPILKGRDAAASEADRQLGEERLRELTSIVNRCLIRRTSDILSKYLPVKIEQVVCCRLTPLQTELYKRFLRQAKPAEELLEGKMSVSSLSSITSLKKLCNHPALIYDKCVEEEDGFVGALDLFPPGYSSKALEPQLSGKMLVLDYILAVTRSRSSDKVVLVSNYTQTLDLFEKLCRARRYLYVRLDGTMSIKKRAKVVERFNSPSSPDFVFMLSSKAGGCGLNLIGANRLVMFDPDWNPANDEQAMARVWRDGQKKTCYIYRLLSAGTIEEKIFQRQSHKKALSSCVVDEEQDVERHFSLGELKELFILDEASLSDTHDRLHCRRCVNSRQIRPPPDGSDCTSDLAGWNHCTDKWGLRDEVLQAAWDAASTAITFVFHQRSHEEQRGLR
miR-122 sensor – miR-122 inhibition in Huh7 cells; Huh7 miR-122 Renilla luciferase sensor, 48 h; neutral wells = 0, positive control = 100; activation (reporter increase), % at 12.5 µM; actives 0.3% (n = 340,000);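 active means mean replicate activation score at least 90 and every replicate individually at or above 90; inconclusive means only one of the two criteria met; inactive means neither criterion met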;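 further: higher luciferase means less miR-122 activity so hits act as miR-122 inhibitors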
ERAP1 inh – inhibitors of human ERAP1 aminopeptidase; recombinant ERAP1, Leu-AMC fluorescence, 60 min; inhibition, % at 10.7 µM; actives 0.15% (n = 340,000); AID 652197;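 active means mean replicate inhibition of at least 30%, or all replicates individually reaching that 30% level; inactive means mean below 30% and not every replicate reaching it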;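 further: 0% = neutral control wells and 100% = L-leucinethiol positive control wells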
Numbers without * were called inactive; ? = inconclusive; nt = no result given; [ ] = another dose, or the depositor's remark.

Results follow in this order: ERAP1 inh	Cneo AK release	PglD DTNB	PGC1a acetyl inh	E-sel inducer	miR-122 sensor	RAD52 inh	RAD54 inh
> CCCCn1ccnc1C(=O)c1cc(S(=O)(=O)N2CCOCC2)ccc1C
    nt	-0.8	18.4	23.2	nt	-5.0	nt	-4.8
> O=C(Nc1ccc(S(=O)(=O)N2CCOCC2)cc1)c1ccc(S(=O)(=O)N2CCOCC2)cc1
    1.8	5.7	-4.6	nt	0.0	nt	-13.1	-4.3
> O=C(NCc1ccccc1)C(c1cccnc1)N(C(=O)c1ccccn1)c1ccccc1F (configuration not stated)
    0.0	-0.6	7.7	nt	-0.1	nt	-9.8	-2.7
> CCc1c(C(=O)N2CCOCC2)csc1C
    nt	-1.0	-5.1	-16.6	nt	-3.4	nt	7.3
> O=C(COc1ccccc1)NCC(c1ccco1)N1CCN(c2ccccc2F)CC1 (configuration not stated)
    -0.1	2.6	-1.3	nt	nt	nt	-9.4	-1.4
> O=C(O)C1Cc2ccccc2CN1S(=O)(=O)/C=C/c1ccccc1 (configuration not stated)
    -0.5	-0.2	-4.1	20.2	0.0	1.8	-20.0	-7.9
> CCCOc1ccc(-c2nc(C#N)c(N3CCC(C(N)=O)CC3)o2)cc1
    nt	0.7	3.5	12.3	nt	19.7	nt	-6.3
> COc1ccccc1-c1cc2nc(C)c(CCC(=O)NC(C)CCc3ccco3)c(C)n2n1 (configuration not stated)
    0.8	-2.0	5.2	-8.6	0.3	2.8	-14.5	-11.1
> CCC(=O)Nc1ccc2c(c1)C(=O)N(C)C[C@H](OC)[C@H](C)CN(C(=O)c1ccc(F)cc1)[C@@H](C)CO2
    1.8	0.4	4.5	-11.4	?	2.2[16.7 µM]	-13.4	1.2
> COc1ccc(Nc2nc3ccccc3n2C)cc1
    -0.2	0.9	4.1	12.5	nt	-7.1	13.7	8.6
> Cc1ccc(OCC(=O)Nc2c[nH]c(=O)[nH]c2=O)cc1C
    -2.6	nt	nt	-7.7	nt	5.1	-4.1	nt
> COc1cc(Cl)c(C)cc1NC(=O)c1ccccc1NC(=O)CN1CCOCC1
    -4.8	-0.1	0.9	nt	0.8	-2.0	-15.4	-0.2
> O=C(C[C@@H]1C[C@@H]2c3cc(NC(=O)c4cccnc4)ccc3O[C@@H]2[C@@H](CO)O1)NCc1ccc(Oc2ccccc2)cc1
    -1.2	0.5	-3.9	-17.0	0.5	17.8[16.7 µM]	-18.6	9.2
> CN(CC(=O)Nc1cccc(F)c1)CC(=O)Nc1cccc(S(N)(=O)=O)c1
    2.8	nt	nt	5.8	-1.1	nt	2.3	nt
> O=C(CC(F)(F)F)N1C[C@@H]2[C@H](c3ccccc31)[C@H](CO)N2C(=O)C1CCCC1
    -0.6	-5.0	9.8	-17.2	-0.2	50.0[16.7 µM]	2.0	-7.6
> CC(C)(C)NC(=O)C(c1ccco1)N(Cc1ccc(F)cc1)C(=O)c1snc(C(N)=O)c1N (configuration not stated)
    nt	-3.2	-0.9	-8.9	nt	8.3	nt	0.9
> CCCNC(=O)C[C@H]1C[C@@H]2c3cc(N(C)C)ccc3O[C@@H]2[C@@H](CO)O1
    1.0	-0.9	-3.8	-7.0	0.4	0.2[16.7 µM]	-122.9	-22.0
> C=CCNC(=O)/C(C#N)=C/c1cn(-c2ccccc2)nc1-c1cccs1
    nt	-0.3	11.0	-6.3	nt	3.9	nt	7.1
> O=C(C1CCCCC1)N1CC(=O)N2[C@H](CO)[C@@H](c3ccc(-c4cccnc4)cc3)[C@H]2C1
    0.9	nt	nt	-1.2	0.0	nt	-1.6	nt
> Clc1ccc(C2=CC(c3ccco3)n3ncnc3N2)cc1 (configuration not stated)
    nt	-1.3	6.4	5.6	nt	9.2	nt	-53.9
> CSCCC(NC(=O)c1ccccc1Br)C(=O)NNC(=O)c1csc(N2CCOCC2)n1 (configuration not stated)
    -2.2	-2.8	-0.2	-7.7	nt	-5.4	-1.1	4.5
> CN(C)S(=O)(=O)c1ccc(Cl)c(C(=O)NNC(=O)c2ccc3c(c2)OCO3)c1
    -0.7	0.5	1.6	-1.1	1.3	nt	-2.3	-6.7
> CC(C)[C@@H](CO)NC(=O)[C@H]1O[C@@H](n2cnc3c(N)ncnc32)[C@H](O)[C@@H]1O
    4.8	1.3	3.4	3.7	0.1	-0.2	-6.0	-3.5
> CCC(=O)Nc1ccc(C(=O)c2ccccc2)cc1
    nt	-3.3	-5.1	3.3	nt	-6.1	nt	2.1
> Nc1ccc2c(c1)COC2=O
    -1.6	nt	nt	6.1	2.6	-0.1	-14.4	nt
> CCCNC(=O)C[C@H]1C[C@@H]2c3cc(NC(=O)NC4CCCC4)ccc3O[C@@H]2[C@@H](CO)O1
    -0.2	-4.6	-0.5	5.1	0.0	-4.7[16.7 µM]	-4.2	5.1
> O=C(Nc1cc(S(=O)(=O)N2CCOCC2)ccc1N1CCCC1)c1ccccc1F
    -7.1	-7.6	0.8	-6.7	-0.2	-13.9	-36.6	-1.6
> COC(=O)CSc1nnc(-c2cccnc2)n1-c1cccc(OC)c1
    -1.8	1.1	-0.1	8.3	nt	1.5	-6.4	-1.7
> CC(C)CC#Cc1ccc([C@H]2[C@@H](CO)N3CCCCN(C(=O)Nc4ccccc4)C[C@H]23)cc1
    nt	3.6	0.3	-4.1	0.4	-0.3[16.7 µM]	nt	-4.8
> Cc1ccc(S(=O)(=O)C(C#N)c2nc3ccccc3nc2N2CCCC2)cc1C (configuration not stated)
    -5.1	0.0	-5.2	4.6	nt	3.4	-61.0	-4.2
> COC(=O)c1ccc(OCC2c3cc(OC)c(OC)cc3CCN2C(C)=O)cc1 (configuration not stated)
    2.0	-1.6	-4.0	33.4	1.5	-1.4	1.4	4.4
> C[C@@H]1CCCCO[C@H](CN(C)S(C)(=O)=O)[C@H](C)CN([C@@H](C)CO)C(=O)c2cc(NC(=O)C3CCCCC3)ccc2O1
    1.1	-1.6	5.4	6.4	0.0	6.8[16.7 µM]	-2.7	7.6
> C/C(CCC(C)C)=N\Nc1cc(C)c2ccccc2n1
    1.6	nt	nt	6.2	0.0	nt	-16.2	nt
> Cn1c(=O)c2c(ncn2CC(=O)N/N=C/c2cn[nH]c2-c2ccc(F)cc2)n(C)c1=O
    0.0	-0.5	2.7	0.1	0.3	-2.5	-3.5	8.4
> Cc1c(-c2ccccc2)oc2c(C(=O)N3CCN(c4ccccc4F)CC3)cccc2c1=O
    nt	1.4	-5.8	nt	nt	-5.4	nt	-15.8
> CCn1c(COc2ccc(C)cc2)nnc1SCC(=O)C(C)(C)C
    nt	8.0	0.2	-8.9	nt	1.7	nt	-5.4
> O=C(NC1CCCC1)N1CC(=O)N2[C@H](C1)[C@@H](c1ccc(-c3cccc(F)c3)cc1)[C@@H]2CO
    0.1	nt	nt	0.9	0.4	nt	-2.1	nt
> CC1=C(C)CS(=O)N(c2ccc(S(N)(=O)=O)cc2)C1 (configuration not stated)
    nt	2.7	-2.6	-2.5	nt	10.6	nt	-3.6
> O=C(CSc1ccccc1)Nc1cccnc1
    nt	-1.3	1.4	12.2	nt	-4.3	nt	-18.1
> COc1ccc(S(=O)(=O)N2CCC(C(=O)N[C@@H](C)C(=O)NCc3ccncc3)CC2)cc1
    -1.1	-3.0	-5.4	9.8	nt	-1.9	-6.1	-1.6

Exported bar-delimited: part of the list above
mol | ERAP1 inh | Cneo AK release | PglD DTNB | PGC1a acetyl inh | E-sel inducer | miR-122 sensor | RAD52 inh | RAD54 inh
O=C(Nc1ccc(S(=O)(=O)N2CCOCC2)cc1)c1ccc(S(=O)(=O)N2CCOCC2)cc1 | 1.8 | 5.7 | -4.6 | nt | 0.0 | nt | -13.1 | -4.3
O=C(NCc1ccccc1)C(c1cccnc1)N(C(=O)c1ccccn1)c1ccccc1F (configuration not stated) | 0.0 | -0.6 | 7.7 | nt | -0.1 | nt | -9.8 | -2.7

(list continues)
Results follow in this order: ERAP1 inh	Cneo AK release	PglD DTNB	PGC1a acetyl inh	E-sel inducer	miR-122 sensor	RAD52 inh	RAD54 inh
> NC(=O)c1cccc(-c2noc(-c3ccccc3F)n2)c1
    -3.8	1.4	-2.7	14.3	-0.1	-0.9	-6.3	-20.4
> C/C=C/c1ccc([C@@H]2[C@H](CO)N(S(C)(=O)=O)[C@H]2CN(CC)C(C)=O)cc1
    1.4	-3.1	3.4	-2.2	0.3	-12.1[16.7 µM]	0.4	-4.3
> O=C(C[C@H]1C[C@@H]2c3cc(NC(=O)Nc4ccc(C(F)(F)F)cc4)ccc3O[C@@H]2[C@H](CO)O1)NCc1cc(F)ccc1F
    -3.9	-9.6	1.5	7.3	0.2	12.0[16.7 µM]	-4.9	-0.6
> C[C@@H]1CN([C@H](C)CO)C(=O)c2cccc(N(C)C)c2O[C@@H]1CN(C)Cc1ccc2c(c1)OCO2
    3.8	-0.5	4.3	-3.2	0.2	4.8[16.7 µM]	5.0	-0.2
> c1ccc(Oc2cccc(Oc3ccccc3)n2)cc1
    0.4	0.3	0.5	-5.2	nt	-0.1	-9.6	-0.1
> Cc1c(C(=O)c2ccc3c(c2)OCO3)ccc2c1OCO2
    -2.1	nt	nt	2.7	0.0	8.8	-11.1	nt
> COCCSc1nc2c(c(=O)[nH]c(=O)n2C)n1CCC(C)C
    -4.4	-1.5	-2.7	5.9	0.0	-3.4	-7.3	4.2
> COc1ccc(NC(=O)N(C)C[C@H]2Oc3ccc(NC(=O)CCCCCC(=O)Nc4ccccc4N)cc3CC(=O)N([C@@H](C)CO)C[C@@H]2C)cc1
    2.5	8.3	-5.0	9.9	-3.0	-0.7[16.7 µM]	1.8	4.0
> COC(=O)C[C@H]1CC[C@@H]2[C@@H](COc3ccc(NC(=O)c4ccccc4F)cc3C(=O)N2C)O1
    0.6	1.0	1.5	nt	0.0	nt	16.2	6.9
> CCCC(O)C#Cc1cnc2c(c1)C(=O)N([C@H](C)CO)C[C@H](C)[C@H](CN(C)S(=O)(=O)c1ccc(F)cc1)O2 (some centres not stated)
    1.4	-1.5	0.9	-16.3	1.4	0.7[16.7 µM]	-0.2	-4.3
> C[C@@H]1CN([C@H](C)CO)S(=O)(=O)c2ccc(C3=CCCCC3)cc2O[C@H]1CN(C)S(C)(=O)=O
    0.0	-0.5	-0.3	-28.9	0.0	-2.6[16.7 µM]	-17.0	-1.2
> CN1c2ccc(-c3ccccc3)cc2[C@H]2[C@H](CCN2C(=O)Cc2ccccn2)[C@@H]1CO
    1.2	3.3	3.3	1.7	1.5	-7.0[16.7 µM]	-32.9	22.3
> N/C(=N\OC(=O)c1ccc([N+](=O)[O-])cc1Cl)c1ccccn1
    0.6	-10.6	-3.6	-8.6	nt	-8.4	1.6	-5.8
